TRPM1 prom inh: inhibitors of MITF-driven TRPM1 promoter in melanoma cells; SK-MEL-5 TRPM1 promoter luciferase, 24 h; 330,000 compounds, 0.83% hits; inhibition, % at 12.5 µM;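 active = mean inhibition across replicates of 60% or more, whatever share of single replicates reaches that level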; also: values of inactives mirror those of a sister screen read the other way
HIF-2a block: HIF-2a inhibition | 786-0 RCC cells HIF-2a reporter, luciferase luminescence, overnight | AID 624352 | 360,000 compounds, 0.72% hits | inhibition, % at 18.8 µM;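 active = inhibition of the luminescence signal of 40% or more relative to plate controls, in a single-dose primary screen at 18.75 µM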
NR2E3 ag-1: agonists of human NR2E3 nuclear receptor. Q9Y5X4. CHO-S Gal4-NCOR/VP16-NR2E3 two-hybrid, luciferase. inhibition of corepressor binding, % at 3.98 µM. 360,000 compounds, 0.35% hits. AID 602229;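 active = inhibition above the mean of all tested compounds plus 3 SD, cut at about 70% in these data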;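 also: 0% = DMSO with NR2E3 transfected cells and 100% = cells lacking NR2E3 construct; higher means lower luciferase signal from less NR2E3 corepressor binding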
m5-HT2A agonist: activates the mouse 5-HT2A serotonin receptor; P35363; CHO-K1 mHTR2A beta-arrestin complementation, luminescence; percent of 30 µM serotonin response; activation, % at 7.6 µM; 360,000 compounds, 0.66% hits; AID 624169;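 active = activation above a run cutoff, the mean activation of all tested compounds plus 3 SD, cut at about 14% in these data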;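 also: 0% = plate median of compound wells and 100% = 30 µM serotonin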
Target sequence (P35363 whole entry, looked up): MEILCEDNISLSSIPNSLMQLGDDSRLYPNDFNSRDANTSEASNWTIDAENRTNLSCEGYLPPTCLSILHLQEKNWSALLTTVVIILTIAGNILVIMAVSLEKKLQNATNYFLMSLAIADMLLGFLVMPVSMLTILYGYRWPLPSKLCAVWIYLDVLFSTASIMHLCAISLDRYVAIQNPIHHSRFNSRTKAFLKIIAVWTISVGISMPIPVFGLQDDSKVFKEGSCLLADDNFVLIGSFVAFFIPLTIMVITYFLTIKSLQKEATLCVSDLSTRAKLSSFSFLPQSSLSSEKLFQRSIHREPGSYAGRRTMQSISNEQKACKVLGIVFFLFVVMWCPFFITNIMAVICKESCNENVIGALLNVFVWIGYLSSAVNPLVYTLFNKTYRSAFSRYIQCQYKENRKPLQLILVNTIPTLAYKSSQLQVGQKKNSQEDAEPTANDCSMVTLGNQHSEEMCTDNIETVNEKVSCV
NR2E3 ag-2: activates human photoreceptor nuclear receptor NR2E3; GST-NR2E3/biotin-RetCOR TR-FRET, 1536-well; inhibition of corepressor binding, % at 4.78 µM; 320,000 compounds, 0.12% hits; AID 2300;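 active = percent inhibition above the cutoff of mean plus 3 SD of all tested compounds, set per screening campaign, cut at about 20% in these data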;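 also: 0% = DMSO wells and 100% = biotin wells as full block of FRET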
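Format: 1536-well format; test system: GST-NR2E3 and biotin-RetCOR proteins; read-out basis: percent inhibition of TR-FRET ratio; timing: 5 h incubation at 4 °C; detection: time-resolved FRET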
Peg3 promoter: reduces Peg3 promoter-driven luciferase expression in HeLa; AID 588405; 360,000 compounds, 1.7% hits; inhibition, % at 20 µM; HeLa PEG-Prom luciferase reporter, luminescence, overnight;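 active = inhibition of at least 50% at 20 µM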
CaV13 ICDI inh: Primary screen for inhibitors of IQ motif and Ca2+-dependent inactivation inhibitor domain binding in CACNA1D, Förster resonance energy transfer in living cells, … | HEK cells, CFP/YFP FRET ICDI-IQ, plate reader, 10 min; percent FRET-ratio fall versus neutral wells | inhibition, % at 12.3 µM | 340,000 compounds, 0.098% hits | AID 743397;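 active = mean replicate inhibition of at least 30% and at least 1% of replicates passing that level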;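 also: 0% = median of the neutral control wells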
Shn3 inh set2: Schnurri-3 reporter inhibition in Clone20 osteoblasts | Clone20 osteoblast Shn3 3'UTR firefly luciferase, 24 h | AID 588674 | 360,000 compounds, 0.52% hits | inhibition, % at 12.5 µM;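 active = mean inhibition of at least 75% with every replicate also reaching 75%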;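 also: 0% = median of neutral control wells and 100% = pilot-screen positive control compound; some compounds past the cut are filed as inactive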
iPSC survival up: hiPSC single-cell survival enhancement; ATPlite luminescence; 100% = ROCK inhibitor wells, 0% = DMSO; survival enhancement, % at 20 µM; 360,000 compounds, 0.044% hits; AID 602274; in the data active = survival enhancement above about 18%;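 also: cells exposed to compounds for 16 hours before the ATP read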
H9c2 protect: myocardial damage modulation in H9c2 cells | H9c2 cardiomyocytes, H2O2 injury protection, ATPLite, 2 h | protection from H2O2 cell death, % at 20 µM | 360,000 compounds, 0.63% hits;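 active = compounds giving at least 50% protection of heart cells from peroxide-induced death in the single-dose screen, raw or plate-pattern-corrected value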;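 also: 0% = DMSO wells with peroxide and 100% = DMSO wells without peroxide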
PDI inh: PDI (human) enzyme inhibition; PDI insulin aggregation turbidity, A650, 90 min; inhibition, % at 10 µM; 350,000 compounds, 0.052% hits; AID 588391;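 active = mean inhibition across replicates of 30% or more, whatever share of single replicates reach that level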;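 also: absorbance from insulin aggregation driven by PDI reduction with DTT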
Target sequence (P07237 whole entry, looked up): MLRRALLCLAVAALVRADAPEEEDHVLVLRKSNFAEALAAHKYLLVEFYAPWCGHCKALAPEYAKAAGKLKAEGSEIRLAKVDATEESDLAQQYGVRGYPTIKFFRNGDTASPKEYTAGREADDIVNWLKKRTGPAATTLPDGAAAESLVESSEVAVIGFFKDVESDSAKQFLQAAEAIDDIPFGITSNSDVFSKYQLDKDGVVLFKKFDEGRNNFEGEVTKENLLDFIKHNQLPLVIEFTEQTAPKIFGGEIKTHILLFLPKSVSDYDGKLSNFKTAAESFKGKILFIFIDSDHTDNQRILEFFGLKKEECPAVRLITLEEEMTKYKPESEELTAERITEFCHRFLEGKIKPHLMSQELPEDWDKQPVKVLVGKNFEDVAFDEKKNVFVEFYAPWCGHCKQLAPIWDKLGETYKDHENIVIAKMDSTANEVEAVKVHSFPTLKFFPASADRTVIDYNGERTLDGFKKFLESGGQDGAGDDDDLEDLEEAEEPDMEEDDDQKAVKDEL
Starred values were filed as active, the others as inactive; · = no result given.

SMILES	TRPM1 prom inh	HIF-2a block	NR2E3 ag-1	m5-HT2A agonist	NR2E3 ag-2	Peg3 promoter	CaV13 ICDI inh	Shn3 inh set2	iPSC survival up	H9c2 protect	PDI inh
CC(=O)N1c2ccc3ccccc3c2C(C)CC12CCCCC2 (configuration not stated)	-7	20	-12	-4	0	7	·	-5	-2.0	14	-1
Cc1cccc(NC(=O)NCC(c2ccc(F)cc2)N2CCN(C)CC2)c1 (configuration not stated)	-12	-66	5	-9	-2	-42	-3	-20	-0.4	6	0
CSc1ccc(CN2CCc3c([nH]c4ccccc34)C2)cc1	18	21	15	-3	4	20	-22	17	-0.6	-4	-8
CCOc1ccc(CCN2C(=S)N([C@@H](Cc3ccc(O)cc3)CN3CCC[C@@H]3CN3C(=S)NC[C@@H]3CC(C)C)C[C@@H]2Cc2ccccc2)cc1	·	-20	37	-3	·	-23	-4	34	-2.1	-1	·
CS(=O)(=O)c1ccc(C(=O)Nc2ccccc2N2CCOCC2)c(Cl)c1	4	17	-2	-3	5	9	-2	1	-1.9	5	-1
CCC(C(=O)OCC(=O)NCc1ccc2c(c1)OCO2)c1ccccc1 (configuration not stated)	9	13	-15	0	·	-8	-2	0	-1.7	7	0
CC1CCc2nc(/C(C#N)=C/c3ccncc3)sc2C1 (configuration not stated)	-42	-301	-119	2	1	-205	-20	-75	-3.9	-14	-6
O=C(CN1CCN(c2ccccc2)CC1)Nc1cccc([N+](=O)[O-])c1	16	8	2	-2	-2	0	-4	12	-0.3	-2	6
COc1ccc(/C=C/C(O)=C2/C(=O)N(C)C3(C)CC2c2ccccc2O3)cc1 (configuration not stated)	20	54*	-6	-1	0	29	·	-30	-2.7	20	-4
COc1ccccc1NS(=O)(=O)c1cc(NC(=O)CCc2nc3ccccc3c(=O)[nH]2)ccc1C	-3	14	-9	-6	3	18	-7	6	-0.2	94*	10
Cc1cc(C)nc(CCNC(=O)C2CCC(=O)N(Cc3ccccc3F)C2)n1 (configuration not stated)	-13	-15	7	0	0	-10	-7	-9	0.0	3	21
CSc1ncccc1C(=O)OCC(=O)NC(C)CCc1ccccc1 (configuration not stated)	9	20	-24	9	·	11	-3	6	2.8	-3	2
COC(=O)[C@H](C)NC(=O)NCc1ccccc1	6	15	18	6	3	11	-5	-14	2.2	5	0
Cc1[nH]nc(SCC(=O)NCc2ccc(Cl)cc2)c1[N+](=O)[O-]	-7	16	11	9	1	6	-1	7	1.9	-10	2
CC(C)CCNC(=O)CN(Cc1ccco1)C(=O)c1snc(C(N)=O)c1N	-8	8	49	3	-2	13	-5	-4	-0.9	-1	-4
CCNS(=O)(=O)c1ccc(CCC(=O)N2CCN(C(=O)OCC)CC2)cc1	-6	14	-7	-1	0	23	-7	-3	0.0	-1	-2
COCCNC(=O)C1(C)CCN(C(=O)Cc2ccc(OC)c(OC)c2)C1 (configuration not stated)	·	2	4	4	·	2	-5	-4	1.5	7	-3
COc1ccc(CNC(=O)/C=C/c2cc([N+](=O)[O-])ccc2OC(F)F)cc1OC	4	0	-8	0	7	20	-8	4	2.8	0	3
CC(C)c1ccc(C2(O)C(=O)Nc3cc(Br)ccc32)c(O)c1 (configuration not stated)	9	15	1	7	1	-1	-20	-1	-0.9	-1	-4
COc1ccccc1NCC(O)COc1ccc(C(C)(C)C)cc1 (configuration not stated)	-23	-16	-14	0	-2	-1	-5	52	0.0	-26	-3
c1ccc(COc2ccccc2CNC2CCCC2)cc1	-3	4	-2	-11	-2	-8	5	17	1.0	-13	2
C[C@H](CO)N1C[C@H](C)[C@@H](CN(C)Cc2ccccc2C(=O)O)OCc2cnnn2CCCC1=O	·	6	-37	0	·	-8	-6	-15	-0.2	-8	-1
CC(C)CN1C(=O)/C(=C/c2ccco2)NC1=S	7	17	-14	0	-2	-1	-18	18	-1.9	6	2
O=C(CSc1ncn[nH]1)Nc1nnc(-c2ccccc2)s1	-31	-148	-19	-4	5	-115	·	-29	-0.8	2	2
CCOc1cc(NC(=S)N2CCC(C(N)=O)CC2)c(C(=O)OC)cc1OCC	11	22	-15	5	-1	7	-3	5	0.0	4	1
COC(=O)CC1Oc2ccccc2N(Cc2ccccc2)C1=O (configuration not stated)	-1	13	-1	-2	1	-1	-3	-13	1.4	9	·
COC(=O)c1c(C)cccc1C1CN=NC12Cc1ccccc1C2=O (configuration not stated)	11	21	18	4	·	8	-6	-8	0.8	4	6
COc1cccc(NC(=O)CN(C)C(=O)c2ccc(COc3ccccc3)cc2)c1	-14	-85	-6	-2	0	-66	-6	-9	1.1	1	2
C=C(C1=CCN(S(=O)C(C)(C)C)[C@H]1CCO)c1ccccc1 (some centres not stated)	6	4	4	7	·	25	-3	10	-1.8	-5	11
CC(=O)CSc1cc(C)nc2c(-c3ccccc3)c(C)nn12	13	17	-13	-2	-1	27	-6	3	-0.3	-2	14
CC(=NCc1cccnc1)C1=C(O)c2ccccc2C1=O	-2	-1	-6	7	3	-2	-4	11	2.1	8	9
CCc1cc(=O)oc2c(C)c(OCC(=O)NCCN3CCOCC3)ccc12	-1	-3	22	-2	0	7	-4	-6	-0.1	2	-6
O=C(NNC(=O)c1ccccc1O)c1cccc(Br)c1	-31	-155	-16	9	-2	-136	-10	-16	-0.3	20	-3
CC(=O)c1c(N2CCN(C)CC2)nc(=S)n(Cc2ccccc2)c1C	16	15	-12	1	-1	2	-5	-14	0.0	4	4
CCCCCC1CC(CC#CCN2CCOCC2)C(=O)O1 (configuration not stated)	-9	-4	9	-4	-1	-2	-5	-27	0.0	-2	3
Cc1nc2cc(N3CCCCC3)c(NC(=O)c3cccnc3)cc2c(=O)n1Cc1ccccc1	-20	4	-3	2	1	-2	-5	12	2.3	11	-2
Cn1ccnc1SCC(=O)c1cc2ccccc2o1	-32	-87	-16	-2	1	-117	-5	-33	-1.8	0	0
COc1ccc(-c2ccc(CCC(=O)O)n2NC(N)=O)cc1	3	8	-5	0	1	10	-2	8	3.2	2	-7
COc1cc(S(=O)(=O)N2CCOCC2)cc(C(=O)NCC(c2cccs2)N2CCOCC2)c1OC (configuration not stated)	2	7	0	-5	·	4	-2	2	1.1	0	-4
CCN(CC)c1ncnc2c1ncn2[C@H]1CN(Cc2cccnc2)C[C@@H](CO)O1	·	12	-28	1	·	1	-10	-29	0.7	4	0

Record cards, from the list above. Values in the order: TRPM1 prom inh	HIF-2a block	NR2E3 ag-1	m5-HT2A agonist	NR2E3 ag-2	Peg3 promoter	CaV13 ICDI inh	Shn3 inh set2	iPSC survival up	H9c2 protect	PDI inh
c1ccc(COc2ccccc2CNC2CCCC2)cc1 as listed: -3	4	-2	-11	-2	-8	5	17	1.0	-13	2
CCOc1cc(NC(=S)N2CCC(C(N)=O)CC2)c(C(=O)OC)cc1OCC as listed: 11	22	-15	5	-1	7	-3	5	0.0	4	1
CCc1cc(=O)oc2c(C)c(OCC(=O)NCCN3CCOCC3)ccc12 as listed: -1	-3	22	-2	0	7	-4	-6	-0.1	2	-6
COc1ccc(-c2ccc(CCC(=O)O)n2NC(N)=O)cc1 as listed: 3	8	-5	0	1	10	-2	8	3.2	2	-7

Continued:
SMILES	TRPM1 prom inh	HIF-2a block	NR2E3 ag-1	m5-HT2A agonist	NR2E3 ag-2	Peg3 promoter	CaV13 ICDI inh	Shn3 inh set2	iPSC survival up	H9c2 protect	PDI inh
Cc1ccc(CCNC(=O)C2CCCN(S(=O)(=O)N3CC(C)CC(C)C3)C2)cc1 (configuration not stated)	-4	12	-7	4	3	0	-6	4	-0.2	0	2
COC(=O)c1cc(C#N)c(NCc2ccc(Cl)cc2Cl)nc1C	10	-1	-4	3	2	6	·	1	5.3	-9	6
O=C(Oc1cccc2ccccc12)C1CC1	7	14	3	0	3	1	-6	-1	-0.7	-5	4
O=C1NC[C@@H](CCCCN2C[C@H](Cc3ccccc3)N(Cc3ccccc3)C(=O)C2=O)N(CC2CCCCC2)C1=O	·	0	9	2	·	·	-6	·	-0.4	·	·
COc1ccc(-c2cnc3c(NC=O)cc(-c4ccc(C(=O)N5CCOCC5)cc4)cn23)cc1OC	·	41*	9	17*	·	35	-5	-2	-2.3	34	5
O=C(/C(C=Nc1ccc(Br)cc1)=C(/O)c1ccco1)C(F)(F)F	-39	-279	-154	-6	3	-321	-18	-1	-3.2	-13	3
CCc1ccc(-c2cc3c(=O)n(CC(=O)NCCN4CCCCC4C)nc(C)n3n2)cc1 (configuration not stated)	13	-56	-14	-4	0	-4	-3	-19	-0.4	-3	8
O=[N+]([O-])c1ccc(N2CCN(c3ccccc3F)CC2)nc1	-30	-57	-12	7	·	-42	-4	7	0.5	0	10
O=[N+]([O-])c1ccc(N2CCCCC2)cc1SCCO	7	11	-11	-1	-3	13	-17	6	3.4	16	3
O=C1C(=O)C(c2ccccc2)C(=O)C1c1ccccc1 (configuration not stated)	-4	-9	12	-4	·	-5	-6	-10	-2.6	-1	-4
COCCn1c(C)cc(C(=O)CN2C(=O)C(=O)N(CCC3=CCCCC3)C2=O)c1C	·	-7	-25	-4	·	-2	-11	4	-3.0	-4	2
COc1cc2c(cc1OC)C(c1cccc([N+](=O)[O-])c1)N(C(=O)c1ccccc1C(=O)O)CC2 (configuration not stated)	3	13	1	-2	1	0	-4	-11	0.4	2	15
COc1ccc(-c2nnn(CCC(=O)O)n2)cc1	17	17	-21	0	4	12	-7	-8	-0.4	5	-9
O=C(O)CCC1COc2ccccc2O1 (configuration not stated)	-6	11	5	2	0	5	-5	11	-4.5	-5	-2
O=C(Cn1cccc(C(F)(F)F)c1=O)c1ccc(Cl)cc1	-5	6	-2	4	3	-4	-5	11	0.1	-4	6
CCc1ccc(CN(C)C(=O)c2cccc(S(=O)(=O)Nc3ccccc3OC)c2)cc1	4	22	14	-5	·	17	-7	19	-0.5	-5	5
COC(=O)Cn1c(=NC(=O)c2ccc(OC)c(OC)c2)sc2cc(OC)ccc21	6	10	4	0	5	8	-15	9	0.8	-6	-1
O=S(=O)(c1ccc(OCC(O)CN2CCN(c3ccc(F)cc3)CC2)cc1)N1CCOCC1 (configuration not stated)	2	-5	12	9	2	-9	·	6	2.7	-5	18
O=C(Nc1ccc(C(=O)NCc2ccc(F)cc2)cc1)C1=CSCCO1	-48	-82	-33	-1	1	-138	-4	-34	0.0	0	6
Cc1nn(C(C)C(=O)O)c(C)c1[N+](=O)[O-] (configuration not stated)	-4	7	-10	1	2	-4	-6	9	0.1	0	-3
COC(=O)Nc1ccc(S(=O)(=O)N2CCCC(C(=O)N3CCCCCC3)C2)cc1 (configuration not stated)	7	9	-10	2	-2	22	4	25	-0.2	-12	-9

Source: PubChem BioAssay
